Source: PubChem
Yfh1-depleted yeast: enhancers of respiration in Yfh1-depleted yeast, dose response, Friedreich's ataxia, plus single-dose screen (AID 1465); S. cerevisiae Yfh1-off respiration, WST-1 reduction, 72 h; higher fold induction means a stronger effect; fold induction at 50 µM, or EC50 in µM where a hit was titrated; hit rate 0.074% among 220,000;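 active means fold induction of absorbance versus untreated yeast above a set limit, then at least 30% activation at any dose in follow-up; inconclusive means repeats straddling the limit, or above it without dose testing; inactive means fold induction below the set limit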;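 further: activators that raise dye reduction in frataxin-depleted yeast; strong numbers were not always called active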
AID2073: inhibitors of Mint1-CaV2.2 protein interaction, biochemical, HTRF (AID 2073); HTRF protein-protein interaction, Mint1-CaV2.2; higher % means a stronger effect; inhibition, % at 20 µM; hits with a dose series show IC50 in µM; hit rate 0.19% among 290,000; in the data active means inhibition mostly above about 51%, no sharp cut-off; inconclusive means no clear call, values can overlap the other calls; inactive means mostly below about 53%; further: some results filed as inactive read as strong as hits
WT yeast gro inh: growth inhibition of WT yeast, mitochondrial fusion screen; hit rate 2.1% among 190,000; mitochondrial fusion phenotypic screen, WT strain; inhibition, % at 10 µM; in the data active means inhibition above about 58%; tested in S. cerevisiae
HIV peptide binding: cell-free HIV fusion peptide-binding blockers – biochemical, uHTS, fluorescence dequenching, primary screen (AID 1986); cell-free peptide binding, fluorescence dequenching, 30 min; higher % means a stronger effect; one-dose inhibition, % at 20 µM; IC50 in µM for titrated hits; hit rate 0.3% among 290,000; in the data active means inhibition mostly above about 52%, no sharp cut-off; inactive means mostly below about 76%; further: some results filed as inactive read as strong as hits
b-catenin transl: modulators of beta-catenin nuclear translocation; HeLa beta-catenin nuclear translocation, immunofluorescence imaging; nuclear translocation activity, % at 5 µM; hit rate 0.3% among 190,000; AID 1665;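 active means nuclear translocation activity above 50% at 5 µM, with a well cell count of 50 or more; inconclusive means wells under 50 cells across six images, flagged as toxic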;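 further: per-cell ratio of nuclear to cytoplasmic median beta-catenin stain intensity; plate controls were DMSO negative control for no effect and GSK-3 inhibitor IX positive control for full effect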
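System: Human HeLa cells, endogenous beta-catenin | Compound dosing: 5 µM primary, 0.02–20 µM confirmation | Timing: 24 h compound exposure at 37°C, 5% CO2 | Measured by: Fluorescence imaging of beta-catenin antibody stain plus DAPI | Read-out basis: % activation of per-cell nuclear versus cytoplasmic median beta-catenin signal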
Autophagy HCS: autophagy modulation, high-content screen | MEF GFP-LC3 puncta imaging; test concentration mostly 10 µM | calls only at 10 µM (by protocol) | hit rate 0.98% among 190,000 | AID 463193;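 active means percentage of spot-positive cells more than 3 SD above its plate mean, without a fluorescence outlier flag or 80% toxicity; inconclusive means no clear call, values can overlap the other calls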;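 further: spot-positive cell cutoff set from DMSO-treated cells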
MT stabilizer: microtubule stabilization, imaging screen; HeLa tubulin immunostaining HCS, 24 h; share of cells brighter than vehicle mean+2SD; % tubulin-high responders, % at 10 µM; hit rate 0.83% among 200,000; AID 2205;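 active means plate Z-score above 3 for both tubulin-high and condensed-nucleus cell shares, with cell loss under 80%, at 10 µM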;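 further: anti alpha tubulin signal scored within the nucleus-defined area of each cell; some results filed as inactive read as strong as hits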
Insulin prom up: MIN6 insulin promoter up-regulation. MIN6 insulin promoter-GFP reporter, high-content imaging; hits give high values. hit rate 0.3% among 190,000. z-score at 5 µM;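 active means z-score above 3 at 5 µM with at least 500 cells counted in the well; inconclusive means wells under 500 cells, flagged as cytotoxic or low count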
Dynein cargo inh: blocks dynein driven cargo transport along microtubules | z-score, hits read low | 3617.4 mouse cells, GR-EGFP nuclear translocation imaging; test concentration mostly 20 µM; stimulated with dexamethasone, 1 µM; hits give low values | hit rate 0.47% among 220,000;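 active means plate z-score of nuclear minus cytoplasmic receptor signal below a set negative limit, without overly bright fluorescence or cell loss, cut at about -3.5 in these data, passing the limit was not always enough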;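 further: z-score of nuclear minus cytoplasmic ring GR-EGFP intensity difference per well; some compounds called inactive have numbers as strong as hits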
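Buffer or medium – tet-free medium with charcoal-stripped serum · Signal – automated 10x imaging of fixed Hoechst-stained cells · Also added – dexamethasone agonist, 1.0 µM final, for 30 min · Incubation – induction 48 h, compound 1 h, agonist 30 min · Read-out – GR-EGFP nuclear translocation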
WT yeast gro inh mutant strain: further read-out of WT yeast gro inh, marked with its call; inhibition, %; mitochondrial fusion phenotypic screen, mutant strain inhibition
Dynein cargo inh cytoplasmic EGFP: further read-out of Dynein cargo inh, marked with its call; z-score; measured here: cytoplasmic GR-EGFP intensity; hits give high values
Dynein cargo inh nuclear GR-EGFP: also measured in Dynein cargo inh; calls as there; z-score; measured here: nuclear GR-EGFP intensity;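 lower value marks the stronger effect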
Dynein cargo inh cell count: second read-out of Dynein cargo inh, no call of its own (marks repeat the call); z-score; measured here: cell count per field
Insulin prom up cell count: further read-out of Insulin prom up, marked with its call; cell count; measured here: cytotoxicity, nuclei count;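 total cells summed across four imaged fields per well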
b-catenin transl cell count 5 µM: also measured in b-catenin transl; calls as there; cell count; measured here: cell count, cytotoxicity flag
MT stabilizer Hoechst-high %: also measured in MT stabilizer; calls as there; % Hoechst-high responders; measured here: nuclear condensation Hoechst responders;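 share of cells brighter than vehicle mean plus two SD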
MT stabilizer cytotoxicity %: second read-out of MT stabilizer, no call of its own (marks repeat the call); toxicity, %; measured here: cytotoxicity by cell density;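 0% = mean cell density of plate MIN control wells and 100% = no cells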
Autophagy HCS cell loss 18 h: further read-out of Autophagy HCS, marked with its call; toxicity, %; measured here: cell loss, nuclei count;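 cell loss after 18 h compound exposure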
* = called active by the depositor.

What do the screens show for `CCCOC1CCCN(Cc2nc(-c3cnccn3)no2)C1` (stereo not drawn)?
Yfh1-depleted yeast: inactive; AID2073: -15.8%; WT yeast gro inh: 12.7; HIV peptide binding: -0.1%; b-catenin transl: -2.3; Autophagy HCS: inactive; MT stabilizer: 2.5; Insulin prom up: 0.15; Dynein cargo inh: -0.329; WT yeast gro inh mutant strain: 4.1; Dynein cargo inh cytoplasmic EGFP: -0.235; Dynein cargo inh nuclear GR-EGFP: 0.0927; Dynein cargo inh cell count: 0.107; Insulin prom up cell count: 1410; b-catenin transl cell count 5 µM: 1019; MT stabilizer Hoechst-high %: 2.0; MT stabilizer cytotoxicity %: 3.7; Autophagy HCS cell loss 18 h: 21.0

What do the screens show for `CCCC(=O)Nc1c2c(nn1-c1ccc(OC)cc1)CS(=O)C2` (stereo not drawn)?
AID2073: 0.2%; WT yeast gro inh: 3.7; HIV peptide binding: 1.9%; b-catenin transl: 0.3; Autophagy HCS: inactive; MT stabilizer: 1.4; Dynein cargo inh: 0.292; WT yeast gro inh mutant strain: -6.1; Dynein cargo inh cytoplasmic EGFP: -0.228; Dynein cargo inh nuclear GR-EGFP: 0.386; Dynein cargo inh cell count: 0.436; b-catenin transl cell count 5 µM: 1155; MT stabilizer Hoechst-high %: 1.6; MT stabilizer cytotoxicity %: 1.8; Autophagy HCS cell loss 18 h: -4.6

What do the screens show for `COc1cc(C(=O)Nc2cccc(-c3nc4cc(C)cc(C)c4o3)c2)cc(OC)c1OC`?
Yfh1-depleted yeast: inactive; AID2073: 11.3%; WT yeast gro inh: 5.5; HIV peptide binding: 2.2%; b-catenin transl: -3.2; Autophagy HCS: inactive; MT stabilizer: 7.1; Insulin prom up: -0.62; Dynein cargo inh: -0.162; WT yeast gro inh mutant strain: 6.2; Dynein cargo inh cytoplasmic EGFP: -0.225; Dynein cargo inh nuclear GR-EGFP: 0.375; Dynein cargo inh cell count: -1.35; Insulin prom up cell count: 895; b-catenin transl cell count 5 µM: 964; MT stabilizer Hoechst-high %: 2.9; MT stabilizer cytotoxicity %: 5.8; Autophagy HCS cell loss 18 h: -38.8

Results for CSCCC(NC(=O)c1ccccc1)C(=O)NC1CC1 (stereo not drawn) ?
Yfh1-depleted yeast: inactive; AID2073: 1.3%; WT yeast gro inh: -14.0; HIV peptide binding: -0.7%; b-catenin transl: 3.7; Autophagy HCS: inactive; MT stabilizer: 2.1; Dynein cargo inh: 0.0725; WT yeast gro inh mutant strain: -1.0; Dynein cargo inh cytoplasmic EGFP: -0.159; Dynein cargo inh nuclear GR-EGFP: 0.38; Dynein cargo inh cell count: -0.975; b-catenin transl cell count 5 µM: 415; MT stabilizer Hoechst-high %: 2.5; MT stabilizer cytotoxicity %: 4.6; Autophagy HCS cell loss 18 h: -0.5

How did CCN1C(=O)C(O)(CC(=O)c2cccc(-n3cccc3)c2)c2ccccc21 (stereo not drawn) do in these assays?
Yfh1-depleted yeast: inactive; AID2073: 11.2%; WT yeast gro inh: 14.4; HIV peptide binding: 0.0%; b-catenin transl: -1.7; Autophagy HCS: inactive; MT stabilizer: 2.6; Insulin prom up: 2.67; Dynein cargo inh: -1.17; WT yeast gro inh mutant strain: 34.1; Dynein cargo inh cytoplasmic EGFP: -0.28; Dynein cargo inh nuclear GR-EGFP: -0.7; Dynein cargo inh cell count: 0.819; Insulin prom up cell count: 1427; b-catenin transl cell count 5 µM: 980; MT stabilizer Hoechst-high %: 1.7; MT stabilizer cytotoxicity %: 6.6; Autophagy HCS cell loss 18 h: -37.9

How did O=C(Nc1cccn2ncnc12)c1ccc(Cl)cc1 do in these assays?
Yfh1-depleted yeast: inactive; AID2073: 10.9%; WT yeast gro inh: 19.1; HIV peptide binding: -3.7%; b-catenin transl: -1.4; Autophagy HCS: inactive; MT stabilizer: 1.0; Insulin prom up: 1.17; Dynein cargo inh: 1.34; WT yeast gro inh mutant strain: -3.8; Dynein cargo inh cytoplasmic EGFP: -0.184; Dynein cargo inh nuclear GR-EGFP: 0.254; Dynein cargo inh cell count: -0.0166; Insulin prom up cell count: 1300; b-catenin transl cell count 5 µM: 1407; MT stabilizer Hoechst-high %: 1.8; MT stabilizer cytotoxicity %: 5.8; Autophagy HCS cell loss 18 h: 1.5

Results for Cc1ccnc(NC(=O)c2cccc(NC(=O)COc3ccccc3)c2)c1 ?
Yfh1-depleted yeast: inactive; AID2073: -4.2%; WT yeast gro inh: 37.9; HIV peptide binding: -2.1%; b-catenin transl: 0.4; Autophagy HCS: inactive; MT stabilizer: 1.7; Insulin prom up: -0.13; Dynein cargo inh: -0.335; WT yeast gro inh mutant strain: 25.0; Dynein cargo inh cytoplasmic EGFP: -0.21; Dynein cargo inh nuclear GR-EGFP: 0.274; Dynein cargo inh cell count: 0.0141; Insulin prom up cell count: 1632; b-catenin transl cell count 5 µM: 1379; MT stabilizer Hoechst-high %: 1.6; MT stabilizer cytotoxicity %: 5.3; Autophagy HCS cell loss 18 h: -13.1

How did CCN(CC)C(=O)c1sc(NC(=O)Cc2ccc(OC)cc2)c(C#N)c1C do in these assays?
Yfh1-depleted yeast: inactive; AID2073: 2.4%; WT yeast gro inh: 8.3; HIV peptide binding: -2.5%; b-catenin transl: 2.7; Autophagy HCS: inactive; MT stabilizer: 3.4; Insulin prom up: 0.37; Dynein cargo inh: 0.293; WT yeast gro inh mutant strain: -2.0; Dynein cargo inh cytoplasmic EGFP: -0.201; Dynein cargo inh nuclear GR-EGFP: 0.471; Dynein cargo inh cell count: 0.0349; Insulin prom up cell count: 810; b-catenin transl cell count 5 µM: 1059; MT stabilizer Hoechst-high %: 2.0; MT stabilizer cytotoxicity %: 1.2; Autophagy HCS cell loss 18 h: 4.3

What do the screens show for `O=C(CN1C(=O)COc2ccc(S(=O)(=O)N3CCCC3)cc21)N1CCCC1`?
Yfh1-depleted yeast: inactive; AID2073: 41.8%; HIV peptide binding: -0.5%; b-catenin transl: -2.0; Insulin prom up: 0.46; Dynein cargo inh: 0.0404; Dynein cargo inh cytoplasmic EGFP: -0.186; Dynein cargo inh nuclear GR-EGFP: 0.532; Dynein cargo inh cell count: 0.264; Insulin prom up cell count: 942; b-catenin transl cell count 5 µM: 1393

Results for CC1=NOC(=O)/C1=C\c1ccc2c(c1)OCO2 ?
Yfh1-depleted yeast: inactive; AID2073: 8.0%; WT yeast gro inh: 0.2; HIV peptide binding: -2.5%; b-catenin transl: -0.5; Autophagy HCS: inactive; MT stabilizer: 2.4; Insulin prom up: 0.63; Dynein cargo inh: -0.48; WT yeast gro inh mutant strain: 14.7; Dynein cargo inh cytoplasmic EGFP: -0.293; Dynein cargo inh nuclear GR-EGFP: 0.0349; Dynein cargo inh cell count: 0.921; Insulin prom up cell count: 1291; b-catenin transl cell count 5 µM: 1115; MT stabilizer Hoechst-high %: 2.2; MT stabilizer cytotoxicity %: 7.2; Autophagy HCS cell loss 18 h: 20.7

How did COc1ccc(S(N)(=O)=O)cc1C(=O)N1CCCC1 do in these assays?
Yfh1-depleted yeast: inactive; AID2073: 17.2%; WT yeast gro inh: 16.8; HIV peptide binding: 1.3%; b-catenin transl: 0.0; Autophagy HCS: inactive; MT stabilizer: 2.8; Insulin prom up: 0.12; Dynein cargo inh: -0.243; WT yeast gro inh mutant strain: -1.4; Dynein cargo inh cytoplasmic EGFP: -0.211; Dynein cargo inh nuclear GR-EGFP: 0.213; Dynein cargo inh cell count: 0.456; Insulin prom up cell count: 1509; b-catenin transl cell count 5 µM: 1564; MT stabilizer Hoechst-high %: 1.9; MT stabilizer cytotoxicity %: 22.6; Autophagy HCS cell loss 18 h: -4.0

How did CCCOc1ccc(/C=c2\sc3nc(-c4ccco4)nn3c2=O)cc1OCC do in these assays?
AID2073: 24.4%; WT yeast gro inh: -1.0; HIV peptide binding: 27.4%; b-catenin transl: -0.9; Autophagy HCS: inactive; MT stabilizer: 4.9; Insulin prom up: 0.3; Dynein cargo inh: 0.965; WT yeast gro inh mutant strain: -8.4; Dynein cargo inh cytoplasmic EGFP: 3.96; Dynein cargo inh nuclear GR-EGFP: 0.41; Dynein cargo inh cell count: -1.21; Insulin prom up cell count: 1858; b-catenin transl cell count 5 µM: 1082; MT stabilizer Hoechst-high %: 2.7; MT stabilizer cytotoxicity %: 6.4; Autophagy HCS cell loss 18 h: 25.6

How did CCOC(=O)c1[nH]c(=O)[nH]c1COC(=O)c1cc2ccccc2o1 do in these assays?
Yfh1-depleted yeast: inactive; AID2073: inconclusive; WT yeast gro inh: 1.7; HIV peptide binding: -1.8%; b-catenin transl: -0.5; Autophagy HCS: inactive; MT stabilizer: 3.8; Insulin prom up: 0.36; Dynein cargo inh: 0.152; WT yeast gro inh mutant strain: -2.6; Dynein cargo inh cytoplasmic EGFP: -0.154; Dynein cargo inh nuclear GR-EGFP: 0.169; Dynein cargo inh cell count: -0.294; Insulin prom up cell count: 1174; b-catenin transl cell count 5 µM: 1161; MT stabilizer Hoechst-high %: 3.2; MT stabilizer cytotoxicity %: 4.9; Autophagy HCS cell loss 18 h: -1.4

Results for O=S(=O)(NCC1CCCO1)c1ccc(S(=O)(=O)N(Cc2ccccc2F)C2CCCCC2)cc1 (stereo not drawn) ?
Yfh1-depleted yeast: inactive; Autophagy HCS: inactive; MT stabilizer: 4.3; Dynein cargo inh: -0.34; Dynein cargo inh cytoplasmic EGFP: 0.353; Dynein cargo inh nuclear GR-EGFP: -0.484; Dynein cargo inh cell count: -0.595; MT stabilizer Hoechst-high %: 2.1; MT stabilizer cytotoxicity %: 7.0; Autophagy HCS cell loss 18 h: 8.0
